AHR act: human AHR activation; hit rate 2.5% among 320,000; AHR-responsive luciferase reporter cells, luminescence; activation, % at 5 µM; in the data active = activation above about 47%;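 also: 0% = vehicle wells and 100% = reference agonist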
Target sequence (P35869 whole entry, looked up): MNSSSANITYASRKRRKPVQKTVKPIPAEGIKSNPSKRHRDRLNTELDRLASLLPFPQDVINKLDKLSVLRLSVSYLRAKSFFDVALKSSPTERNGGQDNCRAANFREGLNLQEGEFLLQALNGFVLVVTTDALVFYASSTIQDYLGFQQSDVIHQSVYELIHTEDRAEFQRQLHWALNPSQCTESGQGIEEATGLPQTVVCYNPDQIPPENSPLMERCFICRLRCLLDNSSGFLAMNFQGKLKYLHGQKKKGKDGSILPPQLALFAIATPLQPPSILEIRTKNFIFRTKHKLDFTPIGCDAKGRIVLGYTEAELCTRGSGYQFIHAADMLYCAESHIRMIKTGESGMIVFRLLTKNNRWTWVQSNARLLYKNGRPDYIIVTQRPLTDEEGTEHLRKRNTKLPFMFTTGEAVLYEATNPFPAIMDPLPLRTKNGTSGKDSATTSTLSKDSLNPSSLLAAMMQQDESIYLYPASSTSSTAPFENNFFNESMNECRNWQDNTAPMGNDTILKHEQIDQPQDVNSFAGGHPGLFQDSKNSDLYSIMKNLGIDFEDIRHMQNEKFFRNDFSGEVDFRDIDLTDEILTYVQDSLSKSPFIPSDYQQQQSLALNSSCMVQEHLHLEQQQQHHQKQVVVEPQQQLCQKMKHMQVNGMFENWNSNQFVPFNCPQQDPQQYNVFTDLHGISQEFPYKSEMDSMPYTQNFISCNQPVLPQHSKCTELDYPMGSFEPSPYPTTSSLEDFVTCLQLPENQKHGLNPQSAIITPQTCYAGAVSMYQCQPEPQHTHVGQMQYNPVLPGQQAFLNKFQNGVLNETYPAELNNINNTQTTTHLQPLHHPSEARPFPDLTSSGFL
CR mimetic SO: caloric restriction mimetics inhibiting age-related superoxide in yeast | AID 2690 | S. cerevisiae aged cells, superoxide DHE fluorescence; active compounds read low | superoxide response (% of plate mean), % at 10 µM | hit rate 0.18% among 330,000;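 active = superoxide response under a set limit, about three screen SD below normal, cut at about 65% in these data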;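 also: yeast aged for seven days with compound at 30 °C before DHE staining; 100% = average MFI of all compound-treated wells on the plate with controls excluded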
GASC-1 inh: blocks human GASC-1 demethylase activity. Q9H3R0. hit rate 0.069% among 330,000. inhibition, % at 2.35 µM. GST-JMJD2C(1-420) H3K9me3 demethylation, DELFIA europium;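 active = more than half of a compound's replicate wells show inhibition beyond 50%, single wells judged on their own value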;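 also: signal counts dimethyl H3K9 product captured on neutravidin plate; 0% = median of DMSO wells and 100% = 0.3 times that DMSO median; strong numbers were not always called active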
proCasp7 act: counter-screen: procaspase-7 (human) activation; P55210; recombinant procaspase-7, Ac-DEVD-pNA absorbance 405 nm; D23A/D198A/D206A triple mutant, cannot self-cleave; scale: DMSO 0, 5 µM enzyme 100; activation, % at 8.5 µM; hit rate 0.093% among 330,000; AID 463210;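 active = percent activation above the screen-wide mean plus 3 SD, cut at about 25% in these data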
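Test system: Procaspase-7 triple mutant (PC-7 D3A). Also added: Ac-DEVD-pNA substrate, 400 µM as added. Schedule: 1 h enzyme–compound preincubation and 2 h substrate reaction, both 25 °C. Signal: p-Nitroaniline absorbance at 405 nm, read at 0 and 120 min. Control set: low DMSO alone, high DMSO plus 5 µM PC-7.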
RPL19A TOR yeast: yeast TOR pathway RPL19A-GFP modulation; AID 2025; S. cerevisiae RPL19A-GFP strain, flow cytometry, 3 h; active compounds read low; hit rate 0.3% among 330,000; percent response vs DMSO, % at 10 µM;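 active = percent response vs DMSO below 50%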;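 also: median channel GFP fluorescence of the barcoded RPL19A-GFP strain; ratio of sample median GFP to plate DMSO average so 100% = DMSO; lower means less RPL19A-GFP as with rapamycin TOR inhibition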
MEP2 TOR yeast: modulators of TOR pathway MEP2-GFP in S. cerevisiae; AID 2016; GFP response vs DMSO, % at 10 µM; S. cerevisiae MEP2-GFP strain, flow cytometry GFP, 3 h; 100% = DMSO control level; hit rate 0.51% among 330,000;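 active = GFP response versus DMSO above a set limit, roughly screen mean plus 3 SD, cut at about 180% in these data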;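 also: median GFP fluorescence of the barcode-gated MEP2-GFP cells per well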
proCasp3 act: activators of human procaspase-3 | recombinant procaspase-3 D3A, Ac-DEVD-pNA absorbance 405 nm | activation, % at 8.5 µM | hit rate 0.11% among 330,000 | AID 463141;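 active = activation above the mean of all tested compounds plus 3 SD, cut at about 21% in these data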;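 also: 0% = DMSO alone and 100% = DMSO wells spiked with extra 5 µM PC-3 D3A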
Target sequence (P42574 whole entry D9A/D28A/D175A): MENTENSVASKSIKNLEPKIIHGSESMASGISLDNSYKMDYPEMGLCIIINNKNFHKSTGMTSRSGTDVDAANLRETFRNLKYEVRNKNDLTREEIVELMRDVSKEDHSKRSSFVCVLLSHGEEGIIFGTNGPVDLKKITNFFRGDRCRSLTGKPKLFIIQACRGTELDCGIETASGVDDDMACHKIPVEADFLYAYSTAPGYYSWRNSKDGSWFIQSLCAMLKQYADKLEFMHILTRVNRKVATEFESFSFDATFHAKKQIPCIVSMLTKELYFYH
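assay system = Procaspase-3 D3A mutant | signal = absorbance at 405 nm, 0 and 120 min | times = 1 h preincubation plus 2 h reaction at 25 °C | repeats = single replicate | read-out = % activation between DMSO and enzyme-spiked controls | medium = Zinc-free HEPES saline buffer with Triton X-100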
LAP4-GFP MLPCN: alters LAP4-GFP fluorescence in TOR pathway yeast screen | GFP response vs DMSO, % at 10 µM | hit rate 0.34% among 320,000 | S. cerevisiae LAP4-GFP multiplex, flow cytometry GFP, 3 h; median GFP as percent of DMSO wells;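 active = GFP response vs DMSO above a set limit, about the screen mean plus 3 SD, cut at about 150% in these data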
Numbers without * were called inactive.

Screening CN(C)/C(=N\S(=O)(=O)c1ccc(Br)cc1)c1ccccc1 returned AHR act 0, CR mimetic SO 106, GASC-1 inh 2, proCasp7 act 11, RPL19A TOR yeast 102, MEP2 TOR yeast 103, proCasp3 act 0 and LAP4-GFP MLPCN 92.
Cc1ccc(N(Cc2cc(=O)[nH]c3ccccc23)C(=O)C(C)C)c(C)c1 was read as AHR act 8, CR mimetic SO 99, GASC-1 inh -1, proCasp7 act 0, RPL19A TOR yeast 103, MEP2 TOR yeast 103, proCasp3 act -13 and LAP4-GFP MLPCN 98.
Screening Cc1cc(Cl)c2oc(C(=O)NC3CCC(O)CC3)c(C)c2c1 (stereo unspecified) returned AHR act 7, CR mimetic SO 126, GASC-1 inh 14, proCasp7 act 2, RPL19A TOR yeast 108, MEP2 TOR yeast 114, proCasp3 act 7 and LAP4-GFP MLPCN 98.
For Nc1nc(Cl)cc(N2CCC(c3cc(-c4ccc(Cl)cc4)n[nH]3)CC2)n1 the results were AHR act 2, CR mimetic SO 107, GASC-1 inh -9, proCasp7 act -8, RPL19A TOR yeast 99, MEP2 TOR yeast 108, proCasp3 act 8 and LAP4-GFP MLPCN 102.
`Cc1ccc(NC(=O)C2CCN(S(=O)(=O)c3ccc4c(c3)CCCC(=O)N4)CC2)c(Br)c1` gave AHR act 1, CR mimetic SO 88, GASC-1 inh -8, proCasp7 act 4, RPL19A TOR yeast 94, MEP2 TOR yeast 104, proCasp3 act 5 and LAP4-GFP MLPCN 98.
COc1ccc(/C=N/NC(=O)c2cccnc2)cc1O was read as AHR act 7, CR mimetic SO 108, GASC-1 inh -6, proCasp7 act -7, RPL19A TOR yeast 108, MEP2 TOR yeast 106, proCasp3 act 6 and LAP4-GFP MLPCN 81.
Screening CC(C)Oc1ccc(C(=O)Nc2ccc(C(F)(F)F)n(C)c2=O)cc1 returned AHR act -5, CR mimetic SO 86, GASC-1 inh 1, proCasp7 act -5, RPL19A TOR yeast 103, MEP2 TOR yeast 99, proCasp3 act 6 and LAP4-GFP MLPCN 91.
Screening COc1ccc(OC)c(CN2CCN(C(=O)CCNC(=O)c3ccc(Br)cc3)CC2)c1 returned AHR act 2, CR mimetic SO 112, GASC-1 inh -30, proCasp7 act 10, RPL19A TOR yeast 96, MEP2 TOR yeast 102, proCasp3 act 1 and LAP4-GFP MLPCN 110.
`O=C(N/N=C/c1ccccn1)c1cc(C2CC2)[nH]n1` gave AHR act 16, CR mimetic SO 105, GASC-1 inh -3, proCasp7 act 14, RPL19A TOR yeast 93, MEP2 TOR yeast 86, proCasp3 act 0 and LAP4-GFP MLPCN 95.
Screening COc1cccc(CCC(=O)N(C)C2CCCN(Cc3ccccc3F)C2)c1 (stereo unspecified) returned AHR act 0, CR mimetic SO 74, GASC-1 inh 5, proCasp7 act -4, RPL19A TOR yeast 104, MEP2 TOR yeast 109, proCasp3 act -1 and LAP4-GFP MLPCN 96.
Screening COc1ccc(N2CC(C(=O)Nc3cc(C(F)(F)F)ccc3N3CCCC3)CC2=O)c(OC)c1 (stereo unspecified) returned AHR act 3, CR mimetic SO 98, GASC-1 inh -12, proCasp7 act -12, RPL19A TOR yeast 99, MEP2 TOR yeast 98, proCasp3 act -14 and LAP4-GFP MLPCN 99.
For O=C(Nc1cn(-c2ccccc2)nc1-c1ccc(Cl)cc1)c1ccccc1 the results were AHR act 0, CR mimetic SO 96, GASC-1 inh -1, proCasp7 act -1, RPL19A TOR yeast 99, MEP2 TOR yeast 100, proCasp3 act 1 and LAP4-GFP MLPCN 101.

At a glance, some entries already given:
`O=C(N/N=C/c1ccccn1)c1cc(C2CC2)[nH]n1` gave AHR act 16, CR mimetic SO 105, GASC-1 inh -3, proCasp7 act 14, RPL19A TOR yeast 93, MEP2 TOR yeast 86, proCasp3 act 0 and LAP4-GFP MLPCN 95.
Screening COc1cccc(CCC(=O)N(C)C2CCCN(Cc3ccccc3F)C2)c1 (stereo unspecified) returned AHR act 0, CR mimetic SO 74, GASC-1 inh 5, proCasp7 act -4, RPL19A TOR yeast 104, MEP2 TOR yeast 109, proCasp3 act -1 and LAP4-GFP MLPCN 96.
Screening COc1ccc(N2CC(C(=O)Nc3cc(C(F)(F)F)ccc3N3CCCC3)CC2=O)c(OC)c1 (stereo unspecified) returned AHR act 3, CR mimetic SO 98, GASC-1 inh -12, proCasp7 act -12, RPL19A TOR yeast 99, MEP2 TOR yeast 98, proCasp3 act -14 and LAP4-GFP MLPCN 99.
For O=C(Nc1cn(-c2ccccc2)nc1-c1ccc(Cl)cc1)c1ccccc1 the results were AHR act 0, CR mimetic SO 96, GASC-1 inh -1, proCasp7 act -1, RPL19A TOR yeast 99, MEP2 TOR yeast 100, proCasp3 act 1 and LAP4-GFP MLPCN 101.

Further compounds
For COc1ccccc1N1CCN(C(=O)CN2C(=O)C3CCCCC3C2=O)CC1 (stereo unspecified) the results were AHR act 3, CR mimetic SO 128, GASC-1 inh -12, proCasp7 act 2, RPL19A TOR yeast 111, MEP2 TOR yeast 110, proCasp3 act 6 and LAP4-GFP MLPCN 115.
For CN=C(Nc1ccc(C(=O)OC)cc1)SC1CC(=O)N(c2ccccc2F)C1=O (stereo unspecified) the results were AHR act 4, CR mimetic SO 106, GASC-1 inh 4, proCasp7 act 2, MEP2 TOR yeast 97, proCasp3 act 1 and LAP4-GFP MLPCN 98.
For O=C(CN(C(=O)CCC(=O)Nc1nccs1)C1CCCC1)NCc1ccc2c(c1)OCO2 the results were AHR act -1, CR mimetic SO 70, GASC-1 inh -14, proCasp7 act 5, RPL19A TOR yeast 98, MEP2 TOR yeast 98, proCasp3 act 5 and LAP4-GFP MLPCN 100.
Screening Cc1cccc(OCCCC(=O)Nc2ccc(N3CCOCC3)cc2)c1 returned AHR act 1, CR mimetic SO 103, GASC-1 inh 4, proCasp7 act 2, RPL19A TOR yeast 100, MEP2 TOR yeast 102, proCasp3 act 6 and LAP4-GFP MLPCN 106.
Screening COc1ccc(OCC(=O)N/N=C/c2ccc(OC)c(OC)c2C(=O)O)cc1 returned AHR act 5, CR mimetic SO 92, GASC-1 inh 2, proCasp7 act -2, RPL19A TOR yeast 102, MEP2 TOR yeast 101, proCasp3 act 0 and LAP4-GFP MLPCN 92.
`CC1(C)CC(=O)C/C(=N/NC(=O)c2ccc(-c3ccccc3)cc2)C1` gave AHR act 5, CR mimetic SO 92, GASC-1 inh 1, proCasp7 act 3, RPL19A TOR yeast 105, MEP2 TOR yeast 95, proCasp3 act 0 and LAP4-GFP MLPCN 96.
CN1C(=O)N(CC(=O)Nc2nccs2)C(=O)C12CCCCC2 was read as AHR act 1, CR mimetic SO 103, GASC-1 inh -17, proCasp7 act 0, RPL19A TOR yeast 94, MEP2 TOR yeast 94, proCasp3 act 2 and LAP4-GFP MLPCN 91.
Cc1c(NC(=O)c2c(O)c3ccccc3n(C)c2=O)c(=O)n(-c2ccccc2)n1C was read as AHR act 4, CR mimetic SO 93, GASC-1 inh 0, proCasp7 act -6, RPL19A TOR yeast 100, MEP2 TOR yeast 98, proCasp3 act -1 and LAP4-GFP MLPCN 99.
`Cc1cccc(CSc2nc3c(cc2C#N)CCC3)c1` gave AHR act -2, CR mimetic SO 106, GASC-1 inh -33, proCasp7 act 1, RPL19A TOR yeast 102, MEP2 TOR yeast 100, proCasp3 act -5 and LAP4-GFP MLPCN 95.
Screening O=C(O)c1ccc(N/N=C2/CCCc3ccccc32)cc1 returned AHR act 35, CR mimetic SO 96, GASC-1 inh 6, proCasp7 act -7, RPL19A TOR yeast 95, MEP2 TOR yeast 95, proCasp3 act 6 and LAP4-GFP MLPCN 137.
Screening CCCC(=O)NC(=S)Nc1cccc2c(O)cccc12 returned AHR act 10, CR mimetic SO 109, GASC-1 inh 8, proCasp7 act -5, RPL19A TOR yeast 98, MEP2 TOR yeast 98, proCasp3 act -12 and LAP4-GFP MLPCN 111.
`COc1ccc([C@@H]2CC(=O)c3c(O)cc(O[C@@H]4OC(CO[C@@H]5OC(C)[C@H](O)[C@@H](O)[C@H]5O)[C@@H](O)[C@H](O)[C@H]4O)cc3O2)cc1O` (stereo partly specified) gave AHR act 0, CR mimetic SO 70, proCasp7 act 3, RPL19A TOR yeast 100, MEP2 TOR yeast 101, proCasp3 act 8 and LAP4-GFP MLPCN 92.
Screening O=c1[nH]cnc2nc(-c3ccccc3)c(-c3ccccc3)nc12 returned AHR act 6, CR mimetic SO 96, GASC-1 inh 6, proCasp7 act 1, RPL19A TOR yeast 99, MEP2 TOR yeast 99, proCasp3 act 0 and LAP4-GFP MLPCN 99.
Cc1cc(C)c2c(=O)n(CC(=O)NCCCN3CCOCC3)sc2n1 was read as AHR act 2, CR mimetic SO 102, GASC-1 inh 2, proCasp7 act -23, RPL19A TOR yeast 99, MEP2 TOR yeast 98, proCasp3 act -31 and LAP4-GFP MLPCN 101.
`C=CC[C@@H](CC(=O)N(CCO)Cc1ccccc1)C(=O)N[C@H](COC(=O)[C@@H](CC=C)CC(=O)OC(C)(C)C)c1ccccc1` gave AHR act 2, CR mimetic SO 110, proCasp7 act 6, RPL19A TOR yeast 95, MEP2 TOR yeast 93, proCasp3 act 10 and LAP4-GFP MLPCN 97.
Screening CCOC(=O)C1=C(O)C(=O)N(C2CCCCC2)C1 returned AHR act -2, CR mimetic SO 92, GASC-1 inh 6, proCasp7 act -4, RPL19A TOR yeast 98, MEP2 TOR yeast 85, proCasp3 act 4 and LAP4-GFP MLPCN 106.
Cc1ccc2nc(NC(=O)[C@H](C)N3C(=O)C4CC=CCC4C3=O)sc2c1 (stereo partly specified) was read as AHR act -9, CR mimetic SO 101, GASC-1 inh -10, proCasp7 act -1, RPL19A TOR yeast 102, MEP2 TOR yeast 100, proCasp3 act 0 and LAP4-GFP MLPCN 106.
Screening Cc1ccccc1-n1nc(C)c2cc(C(=O)N3CCOCC3)sc21 returned AHR act 8, CR mimetic SO 96, GASC-1 inh 5, proCasp7 act -4, RPL19A TOR yeast 99, MEP2 TOR yeast 106, proCasp3 act 13 and LAP4-GFP MLPCN 107.
Screening CCC(C)NC(=O)COC(=O)c1cccnc1Nc1ccccc1F (stereo unspecified) returned AHR act 3, CR mimetic SO 135, GASC-1 inh -3, proCasp7 act -2, RPL19A TOR yeast 100, MEP2 TOR yeast 98, proCasp3 act 5 and LAP4-GFP MLPCN 89.
For Cc1ccc(CN2CC(C(=O)Nc3ccc4c(C)cc(=O)oc4c3)CC2=O)cc1 (stereo unspecified) the results were AHR act 3, CR mimetic SO 87, GASC-1 inh 6, proCasp7 act 13, RPL19A TOR yeast 97, MEP2 TOR yeast 102, proCasp3 act 2 and LAP4-GFP MLPCN 105.
Cc1ccc(S(=O)(=O)N2CCOCC2)cc1C(=O)Nc1ccc2c(c1)CCC2 was read as AHR act 2, CR mimetic SO 98, GASC-1 inh 4, proCasp7 act -12, RPL19A TOR yeast 102, MEP2 TOR yeast 104, proCasp3 act 4 and LAP4-GFP MLPCN 108.
O=C1CS/C(=N/N=C/c2ccc(OS(=O)(=O)c3ccccc3)cc2)N1 was read as AHR act -2, CR mimetic SO 106, GASC-1 inh -9, proCasp7 act -6, RPL19A TOR yeast 125, MEP2 TOR yeast 121, proCasp3 act 11 and LAP4-GFP MLPCN 110.
`Cc1oc2c(CN3CCCC3)c(O)ccc2c(=O)c1-c1ccccc1` gave AHR act 1, CR mimetic SO 89, GASC-1 inh -19, proCasp7 act 11, RPL19A TOR yeast 97, MEP2 TOR yeast 106, proCasp3 act 7 and LAP4-GFP MLPCN 95.

High-throughput results (PubChem)
